# Compound activity from PubChem BioAssay.
# ssDAF-12 act – activators of S. stercoralis DAF-12 nuclear receptor; HEK293 ssDAF-12/GRIP1 lit1-tk-luc reporter, luminescence; % of 3 µM dafachronic acid response; 370,000 compounds, 1% hits; activation, % at 6.8 µM; AID 652126;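 active means activation above the mean over all tested compounds plus 3 SD, cut at about 0.9% in these data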;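 further: 0% = DMSO-only wells and 100% = 3 µM delta7-dafachronic acid wells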
# hgDAF-12 ag – hgDAF-12 agonism, primary luciferase screen | HEK293 GAL4-hgDAF12 UAS-luciferase reporter, agonist luminescence; normalized to butyrate control | activation, % at 6.8 µM | 370,000 compounds, 1.8% hits | AID 687014;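 active means activation above a cutoff set at the mean of all screened compounds plus 3 SD, cut at about 10% in these data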;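 further: 0% = DMSO wells and 100% = sodium butyrate wells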
# KLK7 zymogen act – activators of human kallikrein-7 zymogen. P49862. purified proKLK7, EDANS-DABCYL substrate fluorescence; 100% is mature enzyme control, 0% vehicle. activation, % at 7 µM. 370,000 compounds, 0.9% hits;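 active means activation above the mean of all tested compounds plus 3 SD, computed per campaign excluding outliers beyond control limits, cut at about 13% in these data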
# Target sequence (P49862 whole entry, looked up): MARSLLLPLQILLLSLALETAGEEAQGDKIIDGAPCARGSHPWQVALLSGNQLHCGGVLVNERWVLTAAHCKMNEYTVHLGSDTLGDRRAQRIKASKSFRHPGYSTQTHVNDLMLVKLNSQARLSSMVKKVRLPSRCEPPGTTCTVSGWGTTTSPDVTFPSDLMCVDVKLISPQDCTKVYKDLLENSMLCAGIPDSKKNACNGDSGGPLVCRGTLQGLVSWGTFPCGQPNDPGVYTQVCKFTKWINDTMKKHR
# DAX1 inh-1 – DAX1 (NR0B1) inhibition, primary screen | HEK293T StAR-luciferase reporter, SF-1/DAX-1 repression relief | inhibition, % at 6.8 µM | AID 652010 | 370,000 compounds, 1.1% hits;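 active means inhibition above the mean over all tested compounds plus 3 SD, cut at about 3.6% in these data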;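 further: 0% = DAX-1 cells with DMSO and 100% = cells lacking DAX-1 with DMSO; higher inhibition means more luminescence from relief of DAX-1 repression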
# sPLA2-III inh – Inhibits HGIII-sPLA2 liposome hydrolysis, primary screen; 370,000 compounds, 0.56% hits; Q9NZ20; QFRET BODIPY PC-A2 liposome hydrolysis, fluorescence; inhibition, % at 12.2 µM;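 active means inhibition above mean plus 3 SD of compounds lying within the high and low control bounds, cut at about 19% in these data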;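 further: 0% = median of test compound wells and 100% = no enzyme DMSO wells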
# Target sequence (Q9NZ20 whole entry, looked up): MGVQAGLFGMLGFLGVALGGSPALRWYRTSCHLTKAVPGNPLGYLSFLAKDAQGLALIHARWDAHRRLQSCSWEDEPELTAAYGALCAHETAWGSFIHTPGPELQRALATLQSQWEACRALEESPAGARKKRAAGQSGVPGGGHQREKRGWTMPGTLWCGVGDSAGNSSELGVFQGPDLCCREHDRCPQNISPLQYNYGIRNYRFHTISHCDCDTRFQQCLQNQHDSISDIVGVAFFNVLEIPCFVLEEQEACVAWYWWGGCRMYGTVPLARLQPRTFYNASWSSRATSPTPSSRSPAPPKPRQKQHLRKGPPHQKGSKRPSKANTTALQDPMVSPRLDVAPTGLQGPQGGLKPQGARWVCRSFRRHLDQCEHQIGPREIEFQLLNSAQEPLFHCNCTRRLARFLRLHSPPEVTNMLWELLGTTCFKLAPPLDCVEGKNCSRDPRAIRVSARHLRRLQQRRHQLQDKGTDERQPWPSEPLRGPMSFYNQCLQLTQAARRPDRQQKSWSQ
# FXN GAA850 act – increases GAA850 frataxin promoter reporter activity. AID 540364. activation, % at 6 µM. 360,000 compounds, 0.56% hits. HEK293 lucGAA850 FXN promoter luciferase reporter, 24 h; percent of 10 µM SAHA response;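 active means activation above the average of all compounds screened plus 3 SD, cutoff fixed separately per campaign, cut at about 7.5% in these data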;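 further: 0% = DMSO wells and 100% = 10 µM SAHA wells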
# SMARCA2 activ – increases SMARCA2 function in MMTV reporter cells. activation, % at 9.1 µM. 370,000 compounds, 1% hits. MG213 cells, MMTV-luciferase reporter, dexamethasone, overnight. AID 652017; in the data active means activation above about 7.8%;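 further: 0% = vehicle wells and 100% = reference activator wells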
# hcDAF12 agonist – activates DAF-12 receptor from parasite H. contortus | HEK293 hcDAF-12 lit1-tk-luc reporter, luminescence; 0% DMSO, 100% Δ7-dafachronic acid | activation, % at 6.8 µM | 370,000 compounds, 1.4% hits | AID 652067;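 active means activation above the mean of all tested compounds plus 3 SD, cut at about 5.5% in these data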;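 further: 100% = response to 3 µM Δ7-dafachronic acid high control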
# GC-A act – GC-A (human) enzyme activation; P16066; HEK293 GC-A cells, cGMP TR-FRET, EC30 ANP; 0% at EC30 ANP, 100% saturating ANP; activation, % at 10 µM; 370,000 compounds, 0.14% hits; in the data active means activation above about 40%
# NPR2 activator – GC-B (human) receptor activation. P20594. HEK293-GC-B cells, CNP EC30, cGMP TR-FRET; 0% at EC30 CNP, 100% saturating CNP. activation, % at 10 µM. 370,000 compounds, 0.11% hits;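 active means activation at 10 µM reaching about 35% in either raw or pattern-adjusted values, limit read from the data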
# DAX1 inh-2 – NR0B1 (DAX1) inhibition; P51843; HEK293 Gal4-DAX1 luciferase reporter, luminescence; inhibition, % at 6.75 µM; 340,000 compounds, 0.99% hits; AID 504766;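 active means inhibition above the mean over all tested compounds plus 3 SD, cut at about 4.2% in these data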;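 further: 0% = DAX1-transfected cells with DMSO and 100% = empty-vector control cells with DMSO; inhibition shows as a rise in luminescence from relieved DAX1 repression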
# Target sequence (P51843 207-470 limits assumed): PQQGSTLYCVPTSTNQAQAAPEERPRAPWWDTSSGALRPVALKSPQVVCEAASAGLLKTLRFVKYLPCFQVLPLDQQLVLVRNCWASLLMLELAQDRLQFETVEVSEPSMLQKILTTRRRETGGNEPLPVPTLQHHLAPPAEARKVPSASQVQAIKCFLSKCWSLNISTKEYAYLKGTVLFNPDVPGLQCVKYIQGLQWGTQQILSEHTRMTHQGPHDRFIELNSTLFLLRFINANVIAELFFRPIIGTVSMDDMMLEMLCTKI
# Active calls of the source: *; · = not tested or not shown; & = joins results of further samples.
SMILES,ssDAF-12 act,hgDAF-12 ag,KLK7 zymogen act,DAX1 inh-1,sPLA2-III inh,FXN GAA850 act,SMARCA2 activ,hcDAF12 agonist,GC-A act,NPR2 activator,DAX1 inh-2
COc1cccc(O[C@@H]2O[C@@H]3COC(C)(C)O[C@H]3[C@H](O)[C@H]2NC(C)=O)c1,-0.6,0.1,-0.4,-0.3,2,-1.2,5,3.6,4,1,-0.1
COC(=O)c1cc2c(c3c4cc(OC)ccc4n(S(=O)(=O)c4ccc(F)cc4)c13)C(=O)N(CC(C)C)C2,-1.2,-0.8,0.8,-1.2,2,·,1,0.1,0,-2,·
CC(C)(C)OC(=O)N1CCC[C@H]1C(=O)NCc1ccc(Cl)cc1Cl,-1.1,2.0,-0.9,-0.4,-2,-1.3,2,0.3,0,-3,-1.7
COc1ccc(CN=C2NC(=O)CC(C(=O)Nc3ccccc3C)S2)cc1 (stereo not given),-1.7,-1.9,0.0,-0.5,1,0.8,1,-3.3,-3,-2,0.5
COc1cc(OC)cc(C(=O)N2CCCC(c3nc(-c4ccc(C)o4)no3)C2)c1 (stereo not given),-1.1,-0.7,-0.6,0.2,-10,1.5,-3,-1.5,1,-3,-0.3
Cc1ccc(NC(=O)c2cccc(S(=O)(=O)Nc3c(C)n(C)n(-c4ccccc4)c3=O)c2)cc1C,-0.7,-1.4,0.4,-1.0,-30,·,-4,-1.7,2,0,·
COc1ccc(N2CC(C(=O)OCC(=O)c3ccc(C)cc3)CC2=O)cc1 (stereo not given),-0.7,-0.1,-0.7,0.4,2,0.3,1,-1.0,6,-1,-1.3
CCCNC(=O)C1(C)CCCN(C(=O)COCc2ccccc2)C1 (stereo not given),-0.6,-0.4,-0.1,1.2,0,-0.1,-5,-0.9,1,1,·
CSc1cccc(NC(=O)c2nnn(CC(=O)Nc3cc(C)cc(C)c3)c2N)c1,-0.7,-0.2,0.1,-0.1,5,0.8,-3,-0.4,1,4,-0.1
CNc1cc(-c2c(OC)cccc2OC)ncn1,-1.4,-0.3,1.5,0.3,-1,0.8,1,-2.8,-1,3,·
COc1cccc(NC(=O)CN(C)CC(=O)c2c(C)[nH]c3ccccc23)c1,-0.2,0.9,-0.1,0.3,-4,1.6,-1,0.3,-1,-2,-1.2
C=CCNC(=O)C1CCN(C(=O)c2ccc(-c3ccccc3)cc2)CC1,-1.9,2.1,-0.6,0.1,-2,-1.8,1,-0.9,1,-3,-0.4
CC1CC(C)CN(C(=O)/C(=C\c2ccccc2)c2ccccc2)C1 (stereo not given),-1.8,-2.1,0.1,-1.0,8,1.8,-5,1.7,-18,-15,-1.2
CCC(C)(C)NC(=O)CN(Cc1ccc(F)cc1)C(=O)CCC(=O)Nc1ccccn1,-1.0,0.7,0.6,0.3,1,-0.2,-3,2.6,3,3,-0.6
Cc1nn(CC(=O)N(C)Cc2ccccc2)c(=O)c2cccn12,-0.5,3.6,0.5,0.5,8,1.3,2,-0.9,0,2,1.0
O=[N+]([O-])c1ccc(/C=C/c2nc3ccc([N+](=O)[O-])cc3[nH]2)cc1,-1.5,2.6,-0.2,-1.1,-8,0.7,1,-1.7,-3,3,0.7
Cc1ccc(S(=O)(=O)N(C)CC(=O)NCCCn2ccnc2)cc1,-0.7,0.6,0.4,-0.2,1,0.1,0,-0.5,4,7,-1.0
COc1cccc(-c2nnc(NC(C)=O)o2)c1,-1.2,0.9,-0.2,0.0,-1,1.6,1,2.1,-2,1,0.8
COc1cc(/C=C/C(=O)Nc2ccccc2C(F)(F)F)cc(OC)c1OC,-1.3,-0.1,1.1,-0.7,0,·,-5,-1.9,12,6,·
Cn1c(=O)c2c(nc(N/N=C/c3cccs3)n2C)n(C)c1=O,0.0,6.2,0.3,1.0,15,-0.3,1,1.5,-2,-7,-1.0

# Reformatted with two lines to a compound: entries from further up
# The line under a structure holds: ssDAF-12 act, hgDAF-12 ag, KLK7 zymogen act, DAX1 inh-1, sPLA2-III inh, FXN GAA850 act, SMARCA2 activ, hcDAF12 agonist, GC-A act, NPR2 activator, DAX1 inh-2
CCC(C)(C)NC(=O)CN(Cc1ccc(F)cc1)C(=O)CCC(=O)Nc1ccccn1
    -1.0, 0.7, 0.6, 0.3, 1, -0.2, -3, 2.6, 3, 3, -0.6
COc1cccc(-c2nnc(NC(C)=O)o2)c1
    -1.2, 0.9, -0.2, 0.0, -1, 1.6, 1, 2.1, -2, 1, 0.8

# Later entries
SMILES,ssDAF-12 act,hgDAF-12 ag,KLK7 zymogen act,DAX1 inh-1,sPLA2-III inh,FXN GAA850 act,SMARCA2 activ,hcDAF12 agonist,GC-A act,NPR2 activator,DAX1 inh-2
CCOC(=O)/C(=C\C=C1/Sc2ccccc2N1CC)C(C)=O,-1.6,-2.5,0.1,-1.8,-21,1.7,-4,-2.7,6,7,0.1
CCOc1ccccc1O[C@H](c1ccccc1)[C@H]1CNCCO1,-1.4,4.2,-0.8,-1.2,-5,-6.9,-3,-2.2,-25,-12,-1.3
COCCN(C(=O)c1cc2c(s1)CCCCC2)c1c(N)n(Cc2ccccc2)c(=O)[nH]c1=O,-1.5,-0.3,-0.2,-0.1,0,1.0,-1,1.1,-3,-2,0.6
Cn1nnnc1SCC(=O)Nc1ccccc1[N+](=O)[O-],-1.3,1.7,0.3,-0.1,-1,-1.2,2,-0.9,-1,0,-0.7
CCc1ccc2c(c1)NC(=O)C2(C)Cc1ccc(Cl)cc1 (stereo not given),-1.3,-0.8,0.3,0.3,-3,0.6,-1,-1.9,-3,-3,·
COC(=O)C1=C(C)NC(C)=C(C(=O)OC)C1C(=O)OCCN1C(=O)c2ccccc2C1=O,-1.0&-0.6,0.1&1.5,4.6&6.5,0.3&-0.9,-1&-6,-0.4&1.0,0&-1,-1.3&0.8,-4&-2,1&-1,-0.2&0.1
O=[N+]([O-])c1cccc(S(=O)(=O)Nc2cccc(-c3ccc(N4CCCC4)nn3)c2)c1,-1.1,0.6,0.8,-0.8,-38,1.4,5,0.5,-1,-6,0.1
CC1=C(C(=O)OC2CCCC2)C(c2ccc(C)o2)C2=C(CC(c3cccs3)CC2=O)N1 (stereo not given),-1.0,1.0,1.0,-0.7,-1,-3.6,-6,1.9,2,4,-3.0
O=c1[nH]c(CO)nc2c1oc1ccccc12,-1.3,1.9,0.2,0.2,-5,1.9,2,-0.4,-1,-2,0.9
Cc1cc(NC(=O)Nc2cccc(C(F)(F)F)c2)no1,-1.5,-2.7,-0.4,-1.1,-14,0.9,-2,-1.8,-1,-5,-2.1
O=C(Nc1cccc(C(F)(F)F)c1)C1CCCCC1,-1.2,0.9,0.3,-0.6,7,-1.3,1,-2.2,3,-2,0.2
OCCN1CCN(c2ncnc3sc4c(c23)CCCC4)CC1,-0.7,-0.3,0.8,0.1,1,2.2,1,-1.4,3,-6,1.2
CCCN1CCN(S(=O)(=O)c2cc3c(cc2C)NC(=O)CO3)CC1,-1.0,4.8,1.2,1.8,7,1.1,-1,0.9,3,8,1.9
COc1ccc(NS(=O)(=O)c2cccc(C(=O)NNC(=O)CNC(=O)c3cccc(C)c3)c2)cc1,-0.8,1.3,-0.1,-0.3,-24,1.2,-2,-0.8,2,9,0.8
Cc1noc(C(C)C)c1C(=O)Nc1ccc(-c2nnc3n2CCCCC3)cc1,-1.2,-4.5,-0.2,0.9,-15,-0.5,-4,-1.0,-2,-3,0.4
CCNC(=O)NC(=O)C(C)Oc1ccc(C(=O)OC)cc1 (stereo not given),-0.9,1.8,0.4,-0.1,2,-0.4,0,-2.0,3,-4,1.5
COc1ccc(C)cc1NC(=O)C(Sc1nnnn1C)c1ccccc1 (stereo not given),-0.7,-1.6,-0.7,0.1,-10,0.0,-1,1.5,-12,-7,1.9
O=S(=O)(Nc1ccccc1N1CCCCC1)c1ccc(F)cc1F,-1.3,1.6,-0.5,-0.1,3,1.1,2,-1.2,0,9,0.1
COc1ccc(Cn2ccnc2SCC(=O)NC2CCCCC2)cc1,-1.0,-2.6,0.5,-1.0,4,0.7,4,-1.7,0,0,0.6
O=C(Cc1ccc([N+](=O)[O-])cc1)N/N=C/c1ccccc1F,-0.8,-3.7,0.3,-0.4,-14,0.9,-2,-2.9,2,0,-1.2

# A few values from the entries so far:
# SMARCA2 activ result of `O=C(Cc1ccc([N+](=O)[O-])cc1)N/N=C/c1ccccc1F` : -2
# ssDAF-12 act result of `Cc1noc(C(C)C)c1C(=O)Nc1ccc(-c2nnc3n2CCCCC3)cc1` : -1.2
# KLK7 zymogen act result of `O=S(=O)(Nc1ccccc1N1CCCCC1)c1ccc(F)cc1F` : -0.5
# hcDAF12 agonist result of `OCCN1CCN(c2ncnc3sc4c(c23)CCCC4)CC1` : -1.4
# hgDAF-12 ag result of `COc1ccc(C)cc1NC(=O)C(Sc1nnnn1C)c1ccccc1` (stereo not given) : -1.6
# NPR2 activator result of `COc1ccc(Cn2ccnc2SCC(=O)NC2CCCCC2)cc1` : 0

# Other records
SMILES,ssDAF-12 act,hgDAF-12 ag,KLK7 zymogen act,DAX1 inh-1,sPLA2-III inh,FXN GAA850 act,SMARCA2 activ,hcDAF12 agonist,GC-A act,NPR2 activator,DAX1 inh-2
CCOC(=O)C1(CCc2ccccc2)CCN(C(=O)C(C)n2cncn2)CC1 (stereo not given),-1.4,2.7,0.0,0.4,2,-0.3,-4,-0.2,0,1,0.0
COc1cccc(CNC(=O)CCNS(=O)(=O)c2cccc3nsnc23)c1,-1.4,1.2,0.6,0.4,0,1.0,-3,0.0,3,0,8.6*
O=C(OCc1cccc([N+](=O)[O-])c1)c1cccnc1Cl,-1.4,0.9,0.3,0.0,2,1.0,-1,1.7,-1,3,-0.5
O=C(C1CCCN(S(=O)(=O)c2ccc([N+](=O)[O-])cc2)C1)N1CCN(Cc2ccccc2)CC1 (stereo not given),-1.9,-1.7,-0.2,-3.2,-3,·,-3,-5.5,1,-7,·
CS(=O)(=O)NN1C(=O)c2ccccc2NC1c1cccc2cccnc12 (stereo not given),-0.7,2.1,4.2,0.5,6,3.9,-3,0.5,-9,-6,0.8
O=C(C=C1SCCS1)/C=C/c1ccco1,0.2,15*,0.0,3.7*,-4,2.0,8,3.6,-2,5,0.0
COc1ccccc1CNC(=O)CN1C(=O)NC2(CCCC2)C1=O,-0.5,-2.9,-0.7,-0.1,15,-0.7,-2,3.0,3,4,1.1
Cn1c(CS(=O)Cc2c(Cl)cccc2Cl)nnc1SCc1c(Cl)cccc1Cl (stereo not given),-1.0,-3.4,0.4,0.8,3,10*,0,-2.3,-2,4,-1.3
COC(=O)c1ccc(NC(=S)NC(=O)C2CCC2)cc1,-0.7,1.1,-0.6,1.4,6,1.8,0,-1.5,5,-2,0.4
C/C=C/c1ccc(OCCCn2cncn2)c(OC)c1,-1.1,2.9,0.0,1.3,8,2.0,-6,-0.8,-1,-4,-1.1
COC(=O)c1ccc(OC(=O)CN2C(=O)c3ccccc3C2=O)cc1,0.1,-1.0,0.3,-0.1,16,0.0,-1,-0.8,0,-4,2.4
Cn1c(=NC(=O)COc2ccccc2)sc2ccccc21,0.1,13*,0.1,4.7*,-6,3.1,6,7.9*,1,0,4.7*
CC(C)Cn1c(-c2ccco2)nc2c(c(=O)c3ccccc3n2C)c1=O,-1.9,-4.7,1.3,0.0,7,·,-2,-0.1,0,3,·
